PGC1a acetyl inh – inhibitors of PGC1a acetylation signal, primary screen, cell-based, U2OS, AlphaScreen, inhibitor mode; AlphaScreen anti-acetyl-lysine; with virally co-expressed GCN5 acetyltransferase; inhibition, % at 15.6 µM; 350,000 tested, 0.17% active; AID 651687, 2012;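 active = every replicate shows inhibition of at least 40%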;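 note: 0% = neutral control wells and 100% = positive control wells; some results beyond the cut were filed as inactive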
ERAP1 inh – human ERAP1 aminopeptidase inhibitors, primary screen, biochemical, single point, plate reader; Endoplasmic reticulum aminopeptidase 1 (Homo sapiens), Q9NZ08; recombinant ERAP1, Leu-AMC fluorescence, 60 min; inhibition, % at 10.7 µM; 340,000 tested, 0.15% active;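 active = mean replicate inhibition of at least 30%, or all replicates individually reaching that 30% level; inactive = mean below 30% and not every replicate reaching it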;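 note: 0% = neutral control wells and 100% = L-leucinethiol positive control wells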
Target sequence (Q9NZ08 whole entry, looked up): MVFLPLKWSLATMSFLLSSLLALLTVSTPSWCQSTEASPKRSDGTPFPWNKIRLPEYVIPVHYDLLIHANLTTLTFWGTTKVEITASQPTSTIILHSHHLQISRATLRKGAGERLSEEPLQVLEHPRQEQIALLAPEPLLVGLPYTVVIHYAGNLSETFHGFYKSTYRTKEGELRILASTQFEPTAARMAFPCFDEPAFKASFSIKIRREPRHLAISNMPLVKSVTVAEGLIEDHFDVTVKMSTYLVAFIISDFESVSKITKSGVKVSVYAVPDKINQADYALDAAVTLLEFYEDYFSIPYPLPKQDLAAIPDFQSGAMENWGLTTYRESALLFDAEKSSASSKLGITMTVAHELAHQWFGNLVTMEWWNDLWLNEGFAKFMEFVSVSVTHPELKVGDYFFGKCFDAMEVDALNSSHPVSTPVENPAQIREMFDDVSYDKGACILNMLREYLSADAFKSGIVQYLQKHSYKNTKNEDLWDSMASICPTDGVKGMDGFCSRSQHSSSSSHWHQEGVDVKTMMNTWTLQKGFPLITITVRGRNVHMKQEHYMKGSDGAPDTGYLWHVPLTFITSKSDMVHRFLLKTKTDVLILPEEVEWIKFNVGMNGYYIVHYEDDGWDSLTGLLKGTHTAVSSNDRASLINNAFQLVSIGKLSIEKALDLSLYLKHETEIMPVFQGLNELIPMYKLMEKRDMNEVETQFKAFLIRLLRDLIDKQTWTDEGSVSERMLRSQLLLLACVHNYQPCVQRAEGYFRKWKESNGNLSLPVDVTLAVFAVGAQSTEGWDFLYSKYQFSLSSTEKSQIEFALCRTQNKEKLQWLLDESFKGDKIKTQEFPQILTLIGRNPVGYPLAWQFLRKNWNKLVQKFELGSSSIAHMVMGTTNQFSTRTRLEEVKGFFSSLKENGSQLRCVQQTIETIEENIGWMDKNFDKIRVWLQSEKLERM
FN deposit inh – inhibitors of fibronectin matrix deposition, primary screen, AH1F cells, Alexa488-fibronectin fluorescence, plate reader | AH1F fibroblasts, overnight | inhibition, % at 12.6 µM | 350,000 tested, 0.086% active | AID 743247, 2014;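 active = mean inhibition across replicates of 30% or more, regardless of how many single replicates reach that level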;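 note: positive control wells lacked labelled fibronectin entirely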
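Schedule: 1 h cell adhesion before compound, then overnight fibronectin incubation; test system: AH1F fibroblast monolayer depositing Alexa488-labelled fibronectin into matrix; quantity: 10000 AH1F cells per well; probe or stimulus: fluorescent fibronectin at 24 nM final; signal: fluorescence, ex 485 nm, em 525 nm; evaluation: percent inhibition as loss of matrix-bound fibronectin fluorescence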
PglD inh – C. jejuni PglD acetyltransferase inhibitors, primary screen, biochemical, DTNB colorimetric, single point; purified PglD enzyme, DTNB colorimetric CoA detection; AID 602405, 2012; inhibition, % at 12.5 µM; 360,000 tested, 0.098% active; UDP-N-acetylbacillosamine N-acetyltransferase PglD (Campylobacter jejuni); in the data active = inhibition above about 16%, passing the limit was not always enough; note: strong numbers were not always called active
LGR2 inh – inhibitors of bursicon-induced LGR2 CRE-luciferase signal, primary screen, cell-based, HEK293, CRE-luciferase reporter, bursicon stimulation; Drosophila bursicon receptor LGR2 (rickets); bursicon-stimulated, 4 h; inhibition, % at 9.99 µM; 380,000 tested, 0.35% active;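 active = drop in luminescence signal, shown as inhibition above about 50% in the replicate tests, limit read from the data, passing the limit was not always enough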;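 note: agonist challenge used bursicon conditioned medium at about half maximal strength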
PAX8 reporter – inhibitors of PAX8-driven TPO luciferase reporter, primary screen, RMG-I cells, single concentration; SteadyGlo, 24 h; inhibition, % at 12.6 µM; 360,000 tested, 1.2% active;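 active = mean replicate inhibition at least 60% with every replicate also reaching 60%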;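 note: luciferase light reporting Pax8 driven TPO promoter activity; plate controls were median of neutral control wells for no effect and mitoxantrone controls for full effect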
S100A4 inh HTS – inhibitors of S100A4-myosin IIA peptide binding, primary screen, biochemical, fluorescence polarization, TAMRA-MyoIIA peptide. 360,000 tested, 0.14% active. inhibition, % at 10.7 µM. Protein S100-A4 (Homo sapiens), P26447;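 active = mean inhibition of at least 70% across replicates, with every replicate also reaching that level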
Target sequence (P26447 whole entry, looked up): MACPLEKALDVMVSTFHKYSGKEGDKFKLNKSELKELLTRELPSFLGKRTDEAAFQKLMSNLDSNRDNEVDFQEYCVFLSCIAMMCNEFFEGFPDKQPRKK
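Test system: S100A4 monomer protein. Medium: HEPES buffer with Ca2+, pH 7.2. Reagent: fluorescent myosin IIA peptide, 5 nM. Compound dosing: single-point compound testing. Timing: 5 min between mix addition and reading. Benchmarks: DMSO neutral and TFP positive wells.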
EWS-Fli block – EWS/Fli-driven NR0B1 reporter inhibitors, primary screen, A673 cells, NR0B1 luciferase, luminescence, MLPCN library; inhibition, % at 12.6 µM; viability-normalised; 350,000 tested, 0.67% active;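 active = mean inhibition of at least 50% after viability correction, with every replicate also passing that limit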;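 note: firefly luciferase signal divided by Alamar Blue viability fluorescence both relative to DMSO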
The depositor's hits bear a star.

COc1ccc(NC(=O)Nc2ccc3c(c2)CC(=O)N([C@@H](C)CO)C[C@@H](C)[C@@H](CN(C)S(C)(=O)=O)O3)cc1 was read as PGC1a acetyl inh -4, ERAP1 inh -2, PglD inh 2, LGR2 inh -3, PAX8 reporter 10, S100A4 inh HTS 0 and EWS-Fli block -8.
For CCOC(=O)C1(C)CCCN(C(=O)c2ccccc2OC(F)(F)F)C1 (centres undefined) the results were PGC1a acetyl inh 6, ERAP1 inh -2, FN deposit inh -17, PglD inh -4, LGR2 inh 1, PAX8 reporter 1, S100A4 inh HTS -3 and EWS-Fli block 0.
`CNC(=S)N(CCO)Cc1cc2cc3c(cc2[nH]c1=O)OCCO3` gave PGC1a acetyl inh -1, ERAP1 inh 1, FN deposit inh 3, PglD inh 5, LGR2 inh 2, PAX8 reporter -19, S100A4 inh HTS -4 and EWS-Fli block -15.
`O=C(C[C@H]1C[C@H]2c3cc(NC(=O)c4cccnc4)ccc3O[C@H]2[C@H](CO)O1)NCCc1ccccc1` gave PGC1a acetyl inh -3, ERAP1 inh 1, PglD inh 0, LGR2 inh 8, PAX8 reporter 2, S100A4 inh HTS 7 and EWS-Fli block 1.
Screening CCCCC(=O)Nc1ccc(C(=O)NNC(=S)NC(=O)c2ccccc2[N+](=O)[O-])cc1 returned PGC1a acetyl inh -2, FN deposit inh 3, PglD inh -7, LGR2 inh 3, PAX8 reporter 13, S100A4 inh HTS 7 and EWS-Fli block 10.
For Cc1cc(C)nc(NS(=O)(=O)c2ccc(N/C=C/C(=O)c3ccc(Cl)cc3)cc2)n1 the results were PGC1a acetyl inh -4, PglD inh -7, LGR2 inh -7 and PAX8 reporter 14.
Screening CC1(c2ccc3ccccc3c2)NC(=O)N(CC(=O)N2CCCC(C(F)(F)F)C2)C1=O (centres undefined) returned PGC1a acetyl inh -4, ERAP1 inh -1, FN deposit inh -3, PglD inh -5, LGR2 inh -19, PAX8 reporter 6, S100A4 inh HTS -1 and EWS-Fli block 6.
Screening Cc1cc(C)cc(NC(=O)C(=O)NCCCN2CCOCC2)c1 returned PGC1a acetyl inh 6, ERAP1 inh 4, FN deposit inh -1, PglD inh 1, LGR2 inh 14, PAX8 reporter 9, S100A4 inh HTS -3 and EWS-Fli block -1.
COc1cc(/C=C/[N+](=O)[O-])ccc1OC(=O)/C=C/c1ccc(F)cc1 was read as PGC1a acetyl inh -7, ERAP1 inh -1, FN deposit inh -4, PglD inh -6, PAX8 reporter 5, S100A4 inh HTS -1 and EWS-Fli block 27.
`CC1(C)CC(=O)/C(=C(\O)Cc2ccccc2)C(=NCCCCCC(=O)O)C1` gave PGC1a acetyl inh -5, FN deposit inh 10, PglD inh -2, LGR2 inh 4 and PAX8 reporter 13.
Screening CC(C)C#Cc1cnc2c(c1)C(=O)N([C@@H](C)CO)C[C@@H](C)[C@@H](CN(C)S(=O)(=O)c1cn(C)cn1)O2 returned PGC1a acetyl inh 5, ERAP1 inh -1, FN deposit inh -5, PglD inh 1, LGR2 inh -4, S100A4 inh HTS -5 and EWS-Fli block -3.
`COc1ccc(CN2CCC[C@]3(N[C@H](c4ccc(OC)cc4)[C@@H]4C(=O)N(Cc5ccccc5)C(=O)[C@@H]43)C2=O)cc1` gave PGC1a acetyl inh 8, ERAP1 inh -4, FN deposit inh -1, PglD inh 1, LGR2 inh 1, PAX8 reporter -1, S100A4 inh HTS -3 and EWS-Fli block -3.
For Cc1ccc(NC(=O)COC(=O)c2sccc2C)cc1S(=O)(=O)N1CCOCC1 the results were ERAP1 inh 3, FN deposit inh -15, LGR2 inh 8, PAX8 reporter -8, S100A4 inh HTS -18 and EWS-Fli block -4.
Screening O=C(O)c1ccc(/C=N/n2cc(-c3ccccc3)[nH]c2=S)cc1 returned PGC1a acetyl inh -5, FN deposit inh -10, LGR2 inh -31, PAX8 reporter -17, S100A4 inh HTS -1 and EWS-Fli block -9.
For COc1ccc(NC(=O)COC(=O)c2cc(SC)ccc2Cl)c(OC)c1 the results were FN deposit inh 4, PglD inh 4, LGR2 inh 3 and PAX8 reporter -2.

A stretch of the results above, for reference:
COc1ccc(NC(=O)Nc2ccc3c(c2)CC(=O)N([C@@H](C)CO)C[C@@H](C)[C@@H](CN(C)S(C)(=O)=O)O3)cc1 was read as PGC1a acetyl inh -4, ERAP1 inh -2, PglD inh 2, LGR2 inh -3, PAX8 reporter 10, S100A4 inh HTS 0 and EWS-Fli block -8.
For CCOC(=O)C1(C)CCCN(C(=O)c2ccccc2OC(F)(F)F)C1 (centres undefined) the results were PGC1a acetyl inh 6, ERAP1 inh -2, FN deposit inh -17, PglD inh -4, LGR2 inh 1, PAX8 reporter 1, S100A4 inh HTS -3 and EWS-Fli block 0.
`CNC(=S)N(CCO)Cc1cc2cc3c(cc2[nH]c1=O)OCCO3` gave PGC1a acetyl inh -1, ERAP1 inh 1, FN deposit inh 3, PglD inh 5, LGR2 inh 2, PAX8 reporter -19, S100A4 inh HTS -4 and EWS-Fli block -15.
`O=C(C[C@H]1C[C@H]2c3cc(NC(=O)c4cccnc4)ccc3O[C@H]2[C@H](CO)O1)NCCc1ccccc1` gave PGC1a acetyl inh -3, ERAP1 inh 1, PglD inh 0, LGR2 inh 8, PAX8 reporter 2, S100A4 inh HTS 7 and EWS-Fli block 1.
Screening CCCCC(=O)Nc1ccc(C(=O)NNC(=S)NC(=O)c2ccccc2[N+](=O)[O-])cc1 returned PGC1a acetyl inh -2, FN deposit inh 3, PglD inh -7, LGR2 inh 3, PAX8 reporter 13, S100A4 inh HTS 7 and EWS-Fli block 10.
For Cc1cc(C)nc(NS(=O)(=O)c2ccc(N/C=C/C(=O)c3ccc(Cl)cc3)cc2)n1 the results were PGC1a acetyl inh -4, PglD inh -7, LGR2 inh -7 and PAX8 reporter 14.

Continuation.
`Cc1ccc(S(=O)(=O)NCc2ccc(C(=O)N3CCN(c4ccc([N+](=O)[O-])cc4)CC3)cc2)cc1` gave PGC1a acetyl inh 2, ERAP1 inh 0, FN deposit inh -1, PglD inh -5, LGR2 inh 25, PAX8 reporter 88*, S100A4 inh HTS -7 and EWS-Fli block 21.
For O=C(CSCc1ccc([N+](=O)[O-])cc1)Nc1ccccc1C(=O)O the results were PGC1a acetyl inh 15, ERAP1 inh 4, FN deposit inh -7, PglD inh -3, PAX8 reporter -16, S100A4 inh HTS 0 and EWS-Fli block -8.
For O=C(c1ccccc1F)N1CCN(c2ccc([N+](=O)[O-])cc2-n2cccc2)CC1 the results were PGC1a acetyl inh -12, FN deposit inh -1, LGR2 inh 24, PAX8 reporter 26, S100A4 inh HTS -6 and EWS-Fli block 15.
Screening COc1cc(/C=N/S(=O)(=O)CCc2ccccc2)cc(OC)c1O returned PGC1a acetyl inh -1, ERAP1 inh 4, FN deposit inh 4, PglD inh -6, LGR2 inh 4, PAX8 reporter 11, S100A4 inh HTS -1 and EWS-Fli block 6.
For CCC(C)[C@H]1CNCCN1CCC12CC3CC(CC(C3)C1)C2 (some centres undefined) the results were PGC1a acetyl inh -7, FN deposit inh -7, PglD inh 1, LGR2 inh 13, PAX8 reporter -1, S100A4 inh HTS -1 and EWS-Fli block 2.
CCCNC(=O)N1CC2(CCN(C(=O)c3cccc(F)c3)CC2)c2c([nH]c3cc(OC)ccc23)[C@H]1CO was read as PGC1a acetyl inh -2, ERAP1 inh 1, FN deposit inh -3, LGR2 inh -2, PAX8 reporter 17, S100A4 inh HTS 7 and EWS-Fli block -11.
Screening COc1ccccc1C(=O)NNC(=O)C1CC=CCC1 (centres undefined) returned ERAP1 inh -3, FN deposit inh 1, PglD inh -2, LGR2 inh -2, PAX8 reporter -17, S100A4 inh HTS -4 and EWS-Fli block -27.
Screening C[C@H]1CN([C@@H](C)CO)C(=O)Cc2cc(NC(=O)Nc3ccc(C(F)(F)F)cc3)ccc2O[C@H]1CN(C)S(=O)(=O)c1ccc(F)cc1 returned PGC1a acetyl inh -7, LGR2 inh -2, PAX8 reporter 40 and EWS-Fli block 54*.
CCCC(=O)Nc1c(-c2ccc(C)cc2)c(=O)c2ccccc2n1C was read as PGC1a acetyl inh -4, ERAP1 inh 4, FN deposit inh 2, PglD inh -2, LGR2 inh 6, PAX8 reporter 0, S100A4 inh HTS 2 and EWS-Fli block -1.
`CC(C)(C)n1nc2c(c1NC(=O)c1cccc(Cl)c1)CS(=O)(=O)C2` gave PGC1a acetyl inh -2, ERAP1 inh 1, FN deposit inh 8, PglD inh 0, LGR2 inh 5, PAX8 reporter -21, S100A4 inh HTS -2 and EWS-Fli block 0.
CSCC(=O)NC1CCCc2c1cnn2-c1cc(F)cc(F)c1 (centres undefined) was read as ERAP1 inh -1, FN deposit inh -9, PglD inh -8, LGR2 inh -3, PAX8 reporter -10, S100A4 inh HTS -2 and EWS-Fli block -10.
Screening Cc1ccc2c(c1)/C(=N/O)CCS2 returned PGC1a acetyl inh -4, FN deposit inh -6, PglD inh -2 and PAX8 reporter 10.
Cc1ccccc1Nc1nc(N)nc(COC(=O)CCS(=O)(=O)c2ccc(Cl)cc2)n1 was read as PGC1a acetyl inh -1, ERAP1 inh -1, FN deposit inh 18, PglD inh 2, LGR2 inh -2, PAX8 reporter -9, S100A4 inh HTS -2 and EWS-Fli block -1.
For O=C(O)c1ccc(-n2c(/C=C/c3cccc([N+](=O)[O-])c3)nc3ccccc3c2=O)cc1 the results were ERAP1 inh 11, FN deposit inh 0, PglD inh -1, LGR2 inh -19, PAX8 reporter 3, S100A4 inh HTS 0 and EWS-Fli block -4.
Cc1ccc(NC(=O)CN2C(=O)CCSc3ccc(S(=O)(=O)N4CCCC4)cc32)cc1C was read as PGC1a acetyl inh -14, ERAP1 inh -2, FN deposit inh -6, PglD inh -3, LGR2 inh 5, PAX8 reporter -5 and S100A4 inh HTS -7.
COc1ccccc1N(Cc1cc(=O)[nH]c2ccccc12)C(=O)c1ccc([N+](=O)[O-])cc1 was read as PGC1a acetyl inh 5, ERAP1 inh 4, FN deposit inh 0, PglD inh 2, LGR2 inh 7, PAX8 reporter 0, S100A4 inh HTS -2 and EWS-Fli block -1.
C[C@H](CO)N1C[C@H](C)[C@H](CN(C)Cc2ccc(Oc3ccccc3)cc2)Oc2ccc(NC(=O)Nc3ccc4c(c3)OCO4)cc2C1=O was read as PGC1a acetyl inh -9, ERAP1 inh 1, FN deposit inh 1, PglD inh 3, LGR2 inh 1, S100A4 inh HTS 3 and EWS-Fli block 7.
Screening COc1cc(C2C(C#N)=C(C)NC(C)=C2C#N)cc(OC)c1OC returned PGC1a acetyl inh 5, FN deposit inh -1, PglD inh -5, LGR2 inh -4 and PAX8 reporter 10.
Screening O=C(c1ccc(Cl)c(F)c1F)N1CCCC1 returned PGC1a acetyl inh -6, FN deposit inh -8, PglD inh -1 and PAX8 reporter 5.
Screening O=C(NC1CC1)c1cccc(-c2cncc3nccn23)c1 returned PGC1a acetyl inh -7, ERAP1 inh 2, FN deposit inh -7, PglD inh -5, LGR2 inh -12, PAX8 reporter -2, S100A4 inh HTS 0 and EWS-Fli block -12.
